Screening results: PubChem, National Center for Advancing Translational Sciences (NCATS)
IMPase inh – qHTS Assay for Identifying the Cell-Membrane Permeable IMPase Inhibitors; Inositol monophosphatase 1 (Rattus norvegicus), P97697; CHO-M1 cells, IP1 accumulation, HTRF TR-FRET ratio; inhibition (IP1 accumulation), % at 46.1 µM; 120,000 tested, under 10 active; AID 901, 2007; active = well fitted curve in the direction sought with a large enough effect in the signal ratio, not every such curve was filed as active; inconclusive = small, poorly fitted or top-dose-only effect, or a change in a side signal; inactive = no such curve, though single readings can be large or run the other way; the % refers to the signal ratio;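 note: cells stimulated with carbachol in lithium chloride buffer; plate controls were DMSO basal wells for no effect and reference inhibitor wells for full effect; higher means more IMPase inhibition seen as more IP1 and lower FRET ratio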
Target sequence (P97697 whole entry, looked up): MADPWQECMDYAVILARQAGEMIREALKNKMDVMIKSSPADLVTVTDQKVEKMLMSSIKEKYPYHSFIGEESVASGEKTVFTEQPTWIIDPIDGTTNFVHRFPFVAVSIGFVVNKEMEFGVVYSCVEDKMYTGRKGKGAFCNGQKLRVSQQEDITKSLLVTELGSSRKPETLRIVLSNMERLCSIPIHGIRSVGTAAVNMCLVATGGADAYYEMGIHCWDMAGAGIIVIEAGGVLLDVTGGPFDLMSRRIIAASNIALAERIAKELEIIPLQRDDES
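The IP-One HTRF competitive assay in carbachol-stimulated CHO-M1 cells quantifies cellular IP1. Compounds spanned up to 46 uM final, and activity is expressed as AC50 from concentration-response fits of the ratio and donor data.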
12-hLO inh – qHTS Assay for Inhibitors of 12-hLO (12-human lipoxygenase); Polyunsaturated fatty acid lipoxygenase ALOX12 (Homo sapiens), P18054; purified 12-hLO, xylenol orange hydroperoxide absorbance; Potency, µM (doses to about 57.1 µM), for inactives: top-dose activity change, negative = inhibition, hits mostly inhibitors; hit rate 0.12% among 150,000; note: potency is the fitted concentration of half-maximal effect; nearly all actives have a fitted effect of over 55% in size; many of its hits are not listed in these tables
Target sequence (P18054 whole entry, looked up): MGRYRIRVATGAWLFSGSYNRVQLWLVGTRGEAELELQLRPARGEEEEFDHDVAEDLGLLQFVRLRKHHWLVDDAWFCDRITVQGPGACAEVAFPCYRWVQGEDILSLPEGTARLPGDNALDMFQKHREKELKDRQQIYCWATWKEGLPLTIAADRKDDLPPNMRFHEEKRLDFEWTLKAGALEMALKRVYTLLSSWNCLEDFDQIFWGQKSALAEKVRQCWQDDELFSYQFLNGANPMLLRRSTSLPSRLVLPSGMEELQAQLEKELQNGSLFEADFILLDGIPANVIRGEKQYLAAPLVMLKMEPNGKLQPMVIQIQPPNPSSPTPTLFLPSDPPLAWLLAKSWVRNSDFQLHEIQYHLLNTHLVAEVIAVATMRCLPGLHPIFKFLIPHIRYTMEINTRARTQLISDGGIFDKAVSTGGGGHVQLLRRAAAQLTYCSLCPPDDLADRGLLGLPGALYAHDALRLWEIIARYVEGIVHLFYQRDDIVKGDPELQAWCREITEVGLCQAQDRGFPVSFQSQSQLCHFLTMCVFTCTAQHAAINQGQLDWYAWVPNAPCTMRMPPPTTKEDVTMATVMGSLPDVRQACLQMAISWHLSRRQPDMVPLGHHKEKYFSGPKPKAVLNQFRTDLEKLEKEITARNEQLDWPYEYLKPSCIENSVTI
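Hydroperoxide output read as Fe(III)-xylenol orange absorbance, 573-to-405 nm ratio, after 30 min reaction with 40 uM arachidonic acid. Enzyme: 150 nM purified human 12hLO, 15 min compound preincubation; 25 mM Hepes pH 7.0, room temperature.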
15-hLO-2 inh – qHTS Assay for Inhibitors of 15-hLO-2 (15-human lipoxygenase 2); Polyunsaturated fatty acid lipoxygenase ALOX15B (Homo sapiens), O15296; purified 15hLO-2, xylenol orange hydroperoxide absorbance; Potency, µM (series often up to 57.1 µM), for inactives: top-dose activity change, negative = inhibition, hits mostly inhibitors; hit rate 0.56% among 110,000; AID 881, 2007; note: potency is the fitted concentration of half-maximal effect; nearly all actives have a fitted effect of over 60% in size; many of its hits are not listed in these tables
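Purified human 15hLO-2 (50 nM) preincubated 15 min with compound, then 45 uM arachidonic acid for 90 min at RT in 25 mM Hepes pH 7.5, 0.01% Triton X-100. Hydroperoxide detected by Fe-xylenol orange; 573/405 nm absorbance ratio.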
PNC inhibitor – High Content Assay for Compounds that inhibit the Assembly of the Perinucleolar Compartment. hit rate 3.1% among 140,000. activity change (PNC), negative = inhibition, % at 10 µM. PC3M PTB-GFP, PNC prevalence imaging, 16 h; hits give low values;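 active = readout at or below -70, meaning at least 70% loss of cells showing the perinucleolar compartment, a nuclear body marking cancer cells; inconclusive = readout between -30 and a set limit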;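 note: plate controls were DMSO wells for no effect and camptothecin positive control wells for full effect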
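Compounds are pinned in duplicate onto adhered PC3M cells stably expressing GFP-tagged PTB and incubated 16 h at 37 C. Cells are then fixed, nuclei stained with Hoechst, and PNC-positive cells counted.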
* marks the source's active call; other numbers are inactive results; ? = inconclusive; · = no result given; [ ] = dose if it differs, or a comment. Unless noted, calls come from the whole dose curve; as a rule, active = well fitted curve in the direction sought with a large enough effect; inconclusive = small, poorly fitted or top-dose-only effect, or another doubt; inactive = no such curve, though single readings can be large; an effect the other way counts as inactive or inconclusive. Unless noted, % is set by controls: 0 for no effect and ±100 for the full control effect. Not all compounds are listed, so the mix of outcomes need not match the whole.

Every second line gives: IMPase inh, 12-hLO inh, 15-hLO-2 inh, PNC inhibitor
> O=C(Nc1ccccc1Br)c1ccccc1-c1ccccc1
    ·, -4%, ·, ?
> CN(/N=C\c1ccccc1O)c1ccc2ccccc2n1
    ·, 0%[11.4 µM], 11%[11.4 µM], ·
> N#Cc1c(C(F)(F)F)cc(-c2ccccc2)[nH]c1=O
    -13, -2%, -9%, 21
> CCNc1nnc(CSc2nc3ccccc3s2)s1
    -19[0.369 µM], 2%, ·, 14
> COc1ccc(OC)c(-n2c(SCC(C)=O)nnc2-c2cccc(S(=O)(=O)N(C)C)c2)c1
    1, 5%, 0%, 25
> Cc1cccc(S(=O)(=O)c2c(N)n(Cc3ccco3)c3nc4ccccc4nc23)c1
    -2, -20%, -16%, 14
> Cc1cc(OCCN2CCOCC2)nc2ccccc12
    -10, 8%, 8%, -20
> Cc1ccc(CNC(=O)C2CCCN(S(=O)(=O)c3c(C)n[nH]c3C)C2)cc1 (stereo not given)
    3, -1%, 1%, 14
> COc1cc(-c2nc3oc4ccccc4c(=O)c3c(=O)n2Cc2ccco2)cc(OC)c1OC
    3, -16%, -4%, 10
> Cc1c(C)c2ccc(Oc3ccc([N+](=O)[O-])cc3C(F)(F)F)c(C)c2oc1=O
    2, 0%, -4%, -15
> c1csc(-c2nnc(-c3ccc(N4CCOCC4)cc3)o2)c1
    -25, -4%, 24%, 9
> COc1ccc(NC(=O)CSc2nnc(-c3ccccn3)n2N)cc1Cl
    -3, -4%, -8%, -1
> Cc1cc(C(=O)CSc2nnc(-c3ccc(F)cc3)o2)c(C)n1CC1COc2ccccc2O1 (stereo not given)
    8, -6%, -27%, 35
> CCc1c(C)nc2ncnn2c1N1CCC(C(=O)NCc2ccc3c(c2)OCO3)CC1
    1, -6%, -1%, -20
> O=C(CN1CCC(n2nnc3cc(F)ccc32)CC1)NCc1ccco1
    -7, -9%, -3%, -118*
> O=C(/C=C\NCC(=O)c1ccccc1)c1ccc(F)cc1
    13, -27%, -3%, 56
> CCOCCn1c(SCc2ccc(C)cc2)nc2c1c(=O)[nH]c(=O)n2C
    -1, 2%, -11%, -4
> O=C(NCC1(c2ccccc2)CCCC1)c1ccccc1Br
    ·, 3%, ·, ?
> O=C1c2ccccc2C(=O)N1c1cccc(-c2csc(Nc3ccc4c(c3)OCO4)n2)c1
    -5, -1%, ·, 20
> CCN(CC)C(=O)COC(=O)c1cc(-c2ccc(OC)cc2)nc2ccccc12
    7, -9%, ?, 33
> Cc1cc(C)n(C(=O)c2ccc([N+](=O)[O-])c(Cl)c2)n1
    ·, -1%, ·, ?
> Cn1c(=O)c2c(nc(CN3CCOCC3)n2CCCO)n(C)c1=O
    8, -1%, -2%, -15
> NNc1nc(-c2ccccc2)cc(-c2ccccc2O)n1
    1, -6%, -17%, -106*
> C=CCNC(=S)Nc1ccccc1
    -8[1.84 µM], 4%, -15%[11.4 µM], ?
> COC(=O)[C@@H]1CC2=CC(=O)CC[C@]2(C)[C@@]23O[C@@H]2C[C@@]2(C)[C@H](CC[C@@]24CCC(=O)O4)[C@@H]13
    ·, -2%[0.00818 µM], 11%[0.0915 µM], ·
> OCCN1CCOCCN(CCO)CCOCC1
    3, -2%, 11%, -13
> CCCN1CCN(CCCNC(=O)C2CCCN(c3nc4ccc(OCC)cc4s3)C2)CC1 (stereo not given)
    0, 3%, 1%, 37
> Cc1nn2c(C(F)(F)F)cc(-c3ccc(Cl)cc3)nc2c1C(=O)N1CCOCC1
    12, 4%, 11%, ?
> O=C(NC1CC1)c1cc(-c2ccccn2)nc2ccccc12
    1, -4%, -9%, 23
> CCOC(=O)CN1c2ccccc2NC(=O)CC1C (stereo not given)
    0, -4%, -16%, 30
> O=C1c2cccc(OCC(=O)N3CCCc4ccccc43)c2CCN1Cc1ccc(Br)cc1
    -2, -3%, ·, -12
> CCOC(=O)Cc1csc(NC(=S)NC(=O)c2ccc(C)cc2)n1
    1, 4%, ·, -4
> O=C1OCC2=C1C(c1ccc3c(c1)OCO3)Sc1ccccc1N2 (stereo not given)
    5, -5%, -2%, ?
> Cc1ccccc1C(=O)NNC(=O)C(=O)N1CCCCC1
    ·, 1%, ·, 3
> CCN(CC)c1ccc(C=Nc2ccc(C#N)cc2)c(O)c1
    3, -27%, -3%, 26
> CS(=O)(=O)N(Cc1ccccc1F)c1ccccc1
    9, 10%, ·, 3
> Nc1nc(SCC(=O)O)[nH]c(=O)c1N
    ·, 0%[11.4 µM], -1%[11.4 µM], ·
> CCOC(=O)c1cc(NC(=O)c2ccoc2C)cc(C(=O)OCC)c1
    11, -11%, 9%, 28
> C=CCn1c(SCc2c(F)c(F)c(F)c(F)c2F)nc(O)cc1=O
    6, -9%, -9%, ?
> CC(C)CC(c1nnnn1Cc1cccs1)N1CCN(c2nc3ccccc3s2)CC1 (stereo not given)
    10, -4%, ·, ?
> O=C(CSc1nc2ccccc2[nH]1)N/N=C/C=C/c1ccccc1[N+](=O)[O-]
    ·, 0%, ·, -28
> Cc1cccn2c(=O)c3cc(C(=O)NCCN4CCOCC4)n(Cc4ccccc4)c3nc12
    -6, -1%, 12%, 7
> CCOC(=O)c1cc(-c2ccccc2)sc1NC(=O)C(C)OC(=O)c1cccnc1OCC (stereo not given)
    2, -2%, ·, 25
> O=C(C1CCN(c2nnc(N3CCCC3=O)s2)CC1)N1CCN(Cc2ccc3c(c2)OCO3)CC1
    -5, 0%, ·, 97
> CC(C)c1ccc2oc(-c3ccc(N)cc3)nc2c1
    -11, -12%, 7%, 10
> Cc1ccc(-n2cccc2/C=C2/NC(=O)N(CC(=O)Nc3cccc(C)c3)C2=O)cc1
    ·, 0%, ·, ?
> CCOC(C)(C)C
    ·, -3%, -7%, ·
> CCOC(=O)CSc1nnc(CNC(=O)c2ccco2)n1C
    -4, -6%, 10%, ?
> CCC(=O)N1c2ccccc2C(N(C(C)=O)c2ccccc2)CC1C (stereo not given)
    -14, 2%, ·, 253
> Cc1cc(C)c(C#N)c(SCC(=O)N(C)C2CCCCC2)n1
    6, -13%, -3%, ?

The list goes on.
Every second line gives: IMPase inh, 12-hLO inh, 15-hLO-2 inh, PNC inhibitor
> COc1ccccc1/C=C1\S/C(=N/NC(=O)c2cccc(Br)c2)NC1=O
    3, -25%, 19%, ?
> CCOCCCn1cnc2c(c1=O)c1nc3ccccc3nc1n2-c1ccc(C)cc1
    1, -6%, -16%, -22
> CCOc1ccc(OCc2cccc(C(=O)N/N=C/c3cccnc3)c2)cc1
    ·, 0%, ·, 55
> COc1ccc(C2CC(=O)Nc3ccccc3S2(=O)=O)cc1OC (stereo not given)
    6, -12%, -3%, 5
> O=C1CC(N2CCN(S(=O)(=O)c3cccc(C(F)(F)F)c3)CC2)C(=O)N1Cc1ccccc1 (stereo not given)
    2, -8%, 4%, ?
> CC1(C)CC(=O)C2=C(C1)NC1=C(C(=O)c3ccccc31)C2c1ccc(Cl)cc1 (stereo not given)
    ·, -18%, ·, 40
> Cc1nc(NC(=O)/C=C/c2ccccc2)n[nH]1
    ·, -3%, ·, -13
> Cc1ccc(CCCOC(=O)C[N+]2(C)CCOCC2)cc1
    13, -4%, -2%, ?
> CCc1nc(C)ccc1OCC(=O)O
    5, 0%, 5%[2.29 µM], 53
> COC(=O)c1onc(-c2c(OC)cc(OC)cc2OC)c1C(=O)OC
    ·, 2%, ·, ?
> S=C(c1ccc(-c2ccc(Cl)cc2Cl)o1)N1CCCCC1
    1, -7%, ?, 22
> COc1cc2[nH]c(=O)n(CCC(=O)NCCC(C)C)c(=O)c2cc1OC
    1, 12%, -3%, ?
> COC(=O)C1=C(C)N(CCCC(=O)O)C(=O)NC1c1ccc(-c2ccccc2)cc1 (stereo not given)
    ·, 2%, ·, 3
> Cc1cc2c(=O)[nH]cnc2s1
    6, 6%, 1%, 7
> CCOC(=O)N/N=C/c1cc(C)n(-c2ccccc2)c1C
    ·, -6%, ·, 2
> CCOC(=O)c1c(NC(=O)CSc2c[nH]c3ccccc23)sc2c1CCCC2
    ·, -9%, ·, 59
> COc1cccc(C=Nc2cccnc2)c1O
    0, -2%, 6%, 11
> Cc1nc(CNS(=O)(=O)c2cccnc2)cs1
    0, 2%, 5%, 14
> COc1ccc(NC(=S)c2ccncc2)cc1
    ·, -2%, ·, -22
> Cc1csc(SCCn2c(N3CCOCC3)nc3c2c(=O)[nH]c(=O)n3C)n1
    5, 0%, -4%, -26
> COc1cccc(C2=NOC(C(=O)N3CCc4ccccc4C3)C2)c1 (stereo not given)
    2, -1%, ·, ?
> Cc1cc2nc3c(=O)[nH]c(=O)nc-3n(C)c2cc1C=O
    ·, 2%[0.00818 µM], -2%[0.0915 µM], ·
> CCN(C(=O)CSc1nc2nc(C)cc(C)n2n1)c1ccccc1
    -1, -5%, 2%, 19
> COc1ccc(O)c(C=Nc2cc(NC(C)=O)c(Cl)cc2Cl)c1
    ·, -2%, ·, -20
> COc1c(Cl)cc(C(=O)Nc2ccccc2C(=O)O)cc1Cl
    8, 2%, -13%, 45
> CCC(=O)Nc1ccc(NC(=S)NC(=O)Cc2ccccc2)cc1
    ·, -3%, ·, -21
> CN(Cc1cc(Cl)cc(Cl)c1O)Cc1c(O)ccc2ccccc12
    ·, -23%[11.4 µM], -6%[11.4 µM], ·
> O=C1CCCc2ccccc2N1Cc1ccc(Cl)cc1
    14, 0%, 2%, 80
> Cc1ccc(C)c(C(=O)COC(=O)c2ccccc2N2C(=O)C3C4CCC(C4)C3C2=O)c1 (stereo not given)
    7, 2%, 4%, 12
> O=C(CCCn1cnc([N+](=O)[O-])n1)Nc1ccc(Cl)cc1Cl
    2, -11%, ·, -26
> CC(=O)C1=C(C)NC(SCC(=O)c2ccc(C)cc2)=C(C#N)C1c1ccco1 (stereo not given)
    4, -8%, -27%, 5
> CN1CCN(c2ccnc(-c3ccccc3C(F)(F)F)n2)CC1
    ·, 3%, 17%, ·
> N#CC(c1ccc(Cl)cc1)c1ccc2c(C(F)(F)F)cc(C(F)(F)F)nc2n1 (stereo not given)
    31[activator], -3%, -22%, 13
> CCOC(=O)c1cc2c(C)nn(-c3ccccc3)c2s1
    ?, -6%, ·, -4
> COc1cccc(OCCCn2cc(/C=C3/C(=N)N4C=C(C)SC4=NC3=O)c3ccccc32)c1
    ·, 1%, ·, 0
> CC1CC1c1ccc(/C=C(\C#N)C(=O)Nc2cccc(Cl)c2Cl)o1 (stereo not given)
    ·, 2%, ·, 23
> NS(=O)(=O)c1ccc(NCc2ccccc2OCc2ccc(F)cc2)cc1
    -9, -1%, 8%, ?
> CCCC[C@@H]1C[C@H]1C(NC(=O)c1ccco1)c1ccccc1C(F)(F)F (stereo not given in full)
    ·, 0%, -3%, ·
> Cn1c(=O)n(CC(=O)NC2CCCCC2)c(=O)c2ccccc21
    ?, -1%, -3%, ?
> Cc1ccc2c(c1)NC(=O)C(CC(=O)NCCCN1CCCCC1C)O2 (stereo not given)
    10, -3%, -2%, 20
> Cc1c(S(=O)(=O)O)oc2c1C(=O)C(=O)c1c-2ccc2c1CCCC2(C)C
    ·, -19%, 2%, ·
> Cn1c(N2CCN(C(=O)NC34CC5CC(CC(C5)C3)C4)CC2)nc2ccccc21
    1, 4%, ·, 8
> CC(C)c1ccc(C(=O)NCc2ccc(Cl)cc2)cc1
    10, -18%, ·, -8
> CCCCc1ccc(NC(=O)CSCc2cc(=O)[nH][nH]2)cc1
    6, -6%, 41%[activator], 36
> O=C(Nc1nc(-c2ccccc2)cs1)c1cccc(S(=O)(=O)N2CCN(Cc3ccccc3)CC2)c1
    4, -7%, 25%, 44
